Source: PubChem BioAssay (National Center for Advancing Translational Sciences (NCATS))
BLM helicase inh: qHTS Assay for Inhibitors of Bloom's syndrome helicase (BLM) | recombinant BLM DNA unwinding, fluorescence dequenching | Potency, µM (titrated, usually from 56.1 µM), inactives show top-dose activity change, negative = inhibition, actives largely listed as inhibitors | 0.2% of 350,000 active;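 also: potency is read from the fitted curve at half-maximal effect; plate controls were vehicle for no effect and no enzyme for full effect; nearly all actives have a fitted effect of over 35% in size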
Apoferritin bind: qHTS Assay for Identification of Novel General Anesthetics | apoferritin/1-aminoanthracene competitive binding, fluorescence | Ferritin light chain (Equus caballus), P02791 | 0.074% of 350,000 active | Potency, µM (series often up to 77.5 µM), inactives show top-dose activity change, negative = displacement, hits mostly inhibitors; also: potency is read from the fitted curve at half-maximal effect; % is scaled to controls: 0 for no effect and ±100 for the full control effect; nearly all actives have a fitted effect of over 20% in size
Target sequence (P02791 2-175 limits assumed): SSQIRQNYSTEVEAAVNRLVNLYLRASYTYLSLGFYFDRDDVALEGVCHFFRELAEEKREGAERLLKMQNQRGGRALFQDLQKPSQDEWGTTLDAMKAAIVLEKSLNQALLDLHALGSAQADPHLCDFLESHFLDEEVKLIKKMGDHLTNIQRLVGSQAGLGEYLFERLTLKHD
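Horse-spleen apoferritin (10 uM) in 50% saturated 1-aminoanthracene in PBS was incubated 10 min at room temperature with compound. Fluorescence (ex 380, em 535 nm) was normalized to free and bound 1-AMA, with concentration-response fitted by a four-parameter Hill equation.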
LDHA block: qHTS assay for inhibitors of human lactate dehydrogenase | purified LDHA, NADH/diaphorase-resazurin fluorescence; stronger effect = lower value | L-lactate dehydrogenase A chain (Homo sapiens), P00338 | 0.15% of 480,000 active | activity change, % (values are at about 110 or 230 µM); in the data active = activity change below about -30%; inconclusive = mostly about -25% to -30%;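 also: plate controls were DMSO wells for no effect and wells without enzyme for full effect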
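LDH5 2 nM; NADH 0.06 mM, pyruvate 0.2 mM; 200 mM Tris pH 7.4, EDTA, Tween-20; 5 min RT. Detection: diaphorase 0.133 mg/mL + resazurin 37 µM, fluorescence ex540/em590 at 0 and 20 min; normalized to enzyme-free and DMSO wells.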
Pol beta inh: qHTS Assay for Inhibitors of DNA Polymerase Beta. Pol beta primer extension/strand displacement, fluorescence kinetic. Potency, µM (series often up to 114 µM), inactives show top-dose activity change, negative = inhibition, actives largely listed as inhibitors. 1.3% of 340,000 active; also: potency is read from the fitted curve at half-maximal effect; % is scaled to controls: 0 for no effect and ±100 for the full control effect
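10 nM enzyme + cpd, 15 min RT; start with substrate 50 nM final; read 0 min and after 10 min RT. Corrected, normalized data; 4-parameter Hill curve fit.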
Pol eta inh: qHTS for Inhibitors of Polymerase Eta | recombinant Pol eta, fluorescent DNA replication assay | Potency, µM (doses to about 114 µM), without a hit: at the highest dose activity change, negative = inhibition, usual class: inhibitors | 1.2% of 390,000 active | AID 588591, 2011; also: potency is read from the fitted curve at half-maximal effect; % is scaled to controls: 0 for no effect and ±100 for the full control effect
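Pol eta at 10 nM preincubated with compounds 15 min at room temperature; reaction started with fluorescent substrate (50 nM final) and read kinetically at 0 and 10 min.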
POLK inh: qHTS for Inhibitors of Polymerase Kappa | purified Pol kappa, fluorescent DNA synthesis assay, 10 min | Potency, µM (top dose mostly 107 µM), without a hit: at the top dose activity, negative = inhibition, most hits filed as inhibitors | 0.53% of 400,000 active | DNA polymerase kappa (Homo sapiens), Q9UBT6; also: potency is read from the fitted curve at half-maximal effect; % is scaled to controls: 0 for no effect and ±100 for the full control effect
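Activity was followed as the change in fluorescence between reads at 0 and 10 min after starting the reaction with 50 nM substrate. Beforehand, 10 nM polymerase had been preincubated with compound for 15 min at room temperature.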
Glioma ERSR ind: qHTS for Inducers of the Endoplasmic Reticulum Stress Response (ERSR) in Human Glioma: qHTS. U87-MG GRP78 promoter luciferase reporter, 16 h. Potency, µM, without a hit: at the highest dose activation, usual class: activators. 0.02% of 420,000 active; also: potency is read from the fitted curve at half-maximal effect; series mostly up to about 76 µM; % of control where 0% means no effect; nearly all actives have a fitted effect of over 35% in size
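Stably transfected U87-MG glioma cells carrying a GRP78-based luciferase sensor; 16 h compound incubation. Luminescence end-point read 10 min after Bright-Glo addition at room temperature.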
Pol iota inh: qHTS for Inhibitors of Polymerase Iota; DNA polymerase iota (Homo sapiens), Q9UNA4; Pol iota fluorescent replication assay, 10 min; Potency, µM (top dose mostly 115 µM), for the others: at the highest dose activity, negative = inhibition, usual class: inhibitors; 1% of 390,000 active; AID 588590, 2011; also: potency is read from the fitted curve at half-maximal effect
Target sequence (Q9UNA4 whole entry, looked up): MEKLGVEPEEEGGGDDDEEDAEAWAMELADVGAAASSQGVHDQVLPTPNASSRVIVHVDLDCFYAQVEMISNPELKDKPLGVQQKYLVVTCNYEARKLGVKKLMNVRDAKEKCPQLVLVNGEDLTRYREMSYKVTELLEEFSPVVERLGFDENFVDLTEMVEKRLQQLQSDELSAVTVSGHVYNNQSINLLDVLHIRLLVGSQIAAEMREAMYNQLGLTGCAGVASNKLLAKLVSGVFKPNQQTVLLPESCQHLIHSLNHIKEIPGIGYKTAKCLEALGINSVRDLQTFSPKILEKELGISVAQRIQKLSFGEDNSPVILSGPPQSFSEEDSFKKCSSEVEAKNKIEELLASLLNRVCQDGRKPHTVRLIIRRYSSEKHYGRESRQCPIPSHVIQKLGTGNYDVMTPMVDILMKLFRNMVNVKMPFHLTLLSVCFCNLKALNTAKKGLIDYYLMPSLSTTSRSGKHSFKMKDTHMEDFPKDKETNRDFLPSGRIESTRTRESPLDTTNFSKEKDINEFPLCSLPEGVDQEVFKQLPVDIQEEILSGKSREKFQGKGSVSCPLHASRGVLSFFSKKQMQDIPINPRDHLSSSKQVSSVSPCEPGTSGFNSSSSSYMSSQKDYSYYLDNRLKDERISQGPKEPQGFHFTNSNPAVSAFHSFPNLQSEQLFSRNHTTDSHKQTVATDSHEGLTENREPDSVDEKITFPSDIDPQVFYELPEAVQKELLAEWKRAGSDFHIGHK
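Fluorescent replication assay read twice, at 0 min and 10 min after adding 50 nM (final) substrate. Enzyme (10 nM) and compounds were first incubated 15 min at room temperature; enzyme-free buffer wells were negative controls.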
APE1 inh: qHTS Assay for Inhibitors of the Human Apurinic/apyrimidinic Endonuclease 1 (APE1); 0.35% of 350,000 active; recombinant APE1, TAMRA/BHQ-2 abasic DNA cleavage fluorescence; DNA repair nuclease/redox regulator APEX1 (Homo sapiens), P27695; Potency, µM (titrated, usually from 65.8 µM), for inactives: at the highest dose activity change, negative = inhibition, hits mostly inhibitors; AID 2517, 2012;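 also: potency is read from the fitted curve at half-maximal effect; plate controls were vehicle for no effect and reference inhibitor for full effect; nearly all actives have a fitted effect of over 55% in size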
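Kinetic fluorescence read (525 ex/598 em nm, three reads 60 s apart) of AP-site incision; signal = third minus first read. Enzyme 0.75 nM, dual-labelled THF duplex 50 nM, compound preincubation 15 min RT.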
* = called active by the depositor; ? = inconclusive; / = not tested or not shown; & = joins results of further samples; [ ] = dose if it differs, or a comment. Unless noted, calls follow the shape of the dose curve; as a rule, active = well fitted curve in the direction sought with a large enough effect; inconclusive = small, poorly fitted or top-dose-only effect, or another doubt; inactive = no such curve, though single readings can be large; an effect the other way counts as inactive or inconclusive. A portion of the library; count on the stated rates, not on these rows.

Sample of the layout (4 entries):
SMILES	BLM helicase inh	Apoferritin bind	LDHA block	Pol beta inh	Pol eta inh	POLK inh	Glioma ERSR ind	Pol iota inh	APE1 inh
COc1ccc(N2CC(C(=O)NCCc3ccc(Cl)cc3)CC2=O)c(OC)c1 (stereo unspecified)	/	/	-4	/	-18%	-6%	-6%	4%	-7%
N/C(=N\OC(=O)Cc1ccc(-c2ccccc2)cc1)c1cccc([N+](=O)[O-])c1	-7%	?	-7	26%	-10%	-7%	-1%	-14%	-1%
Cc1c(N2C(=O)C(=O)/C(=C(/O)c3ccc(Br)cc3)C2c2cccnc2)c(=O)n(-c2ccccc2)n1C (stereo unspecified)	-9%	-10%	-3	40%	-18%	-7%	13%	1%	3%
Cc1ccc(NC(=O)Cn2nnc(C(=O)NCc3ccc(Cl)cc3)c2N)cc1F	-5%	-9%	-7	-24%	-11%	-13%	-4%	-14%	-12%

Results (from the top)
SMILES	BLM helicase inh	Apoferritin bind	LDHA block	Pol beta inh	Pol eta inh	POLK inh	Glioma ERSR ind	Pol iota inh	APE1 inh
COc1ccc(N2CC(C(=O)NCCc3ccc(Cl)cc3)CC2=O)c(OC)c1 (stereo unspecified)	/	/	-4	/	-18%	-6%	-6%	4%	-7%
N/C(=N\OC(=O)Cc1ccc(-c2ccccc2)cc1)c1cccc([N+](=O)[O-])c1	-7%	?	-7	26%	-10%	-7%	-1%	-14%	-1%
Cc1c(N2C(=O)C(=O)/C(=C(/O)c3ccc(Br)cc3)C2c2cccnc2)c(=O)n(-c2ccccc2)n1C (stereo unspecified)	-9%	-10%	-3	40%	-18%	-7%	13%	1%	3%
Cc1ccc(NC(=O)Cn2nnc(C(=O)NCc3ccc(Cl)cc3)c2N)cc1F	-5%	-9%	-7	-24%	-11%	-13%	-4%	-14%	-12%
CCc1nnc(NC(=O)CSc2nnc(COc3cccc(C)c3)o2)s1	0%	?	-5	2%	-12%	-1%	-5%	6%	-8%
CCOc1ccc(-c2nnn(CC(=O)NCc3ccco3)n2)cc1	-1%	-10%	0	0%	-7%	-13%	1%	15%	-1%
CCCOC1CCCN(C(=O)c2ccc3oc(C(C)C)nc3c2)C1 (stereo unspecified)	0%	-12%	0	33%	-12%	-17%	7%	29%	-10%
O=[N+]([O-])c1ncc(Br)cc1Nc1ccccc1	/	/	0	/	-9%	-1%	-4%	-9%	/
FC(F)(F)c1ccc(C2[C@H]3CN(Cc4cccnc4)[C@H](c4ccccc4)C34CC2(c2cccnc2)C4)cc1 (stereo partly specified)	-14%&-17%	3%&-10%	1	-24%	-17%	-7%	12%	?	-4%&0%
O=C(O)Cn1nc(-c2ccc(Cl)cc2)ccc1=O	-4%	-8%	-9	14%	-4%	1%	-6%	31%[activator]	-6%
O=S(=O)(c1ccc(Cl)cc1)c1nc(-c2ccccc2F)oc1NCCCN1CCOCC1	-4%	-4%	-3	-24%	-16%	-15%	-5%	7%	23%
CCSc1nc(N)c2c3c(sc2n1)CN(C)CC3	-3%	-9%	/	17%	/	/	/	/	8%
CCc1c(C)sc(NC(=O)Cn2nc(C)c([N+](=O)[O-])c2C)c1C(N)=O	4%	-10%	-3	19%	-15%	-4%	1%	75%[activator]	-8%
COc1ccc(C(=O)Nc2cccc3ccccc23)cc1	-1%	-13%	2	37%	-21%	4%	4%	20%	-7%
O=C(COc1ccccc1)Nc1ccc(N2CCN(C(=O)c3ccco3)CC2)cc1	-8%	-11%	-6	5%	1%	-7%	-4%	50%[activator]	0%
C=CCn1c(SCc2cc(=O)n3cc(C)ccc3n2)nnc1-c1cccc(C)c1	-14%	-13%	-5	15%	-8%	1%	-4%	183%[activator]	24%
CC(C)Cn1c(=O)c(C(=O)Nc2ccncc2)c(O)c2ccccc21	/	/	8	/	5%	-22%	-1%	41%[activator]	/
Cc1ccc2nc3nc(NCC4CCCO4)c(C(=O)NC4CCCCC4)cc3c(=O)n2c1 (stereo unspecified)	1%	28%	/	0%	/	/	/	/	1%
O=C(C1CCCN(S(=O)(=O)c2ccccc2)C1)N1CCCCC1 (stereo unspecified)	-4%	-6%	-3	23%	-4%	-21%	-4%	17%	1%
COc1ccc(C(=O)Nc2ccc3oc(-c4cc(Cl)ccc4Cl)nc3c2)cc1Br	-22%	-3%	-6	?	5%	0%	-5%	7%	/
CN(CCO)c1cc(N2CCN(C(=O)c3ccco3)CC2)c2nonc2c1[N+](=O)[O-]	1%	-13%	2	19%	-4%	-12%	-1%	3%	-1%
COc1ccc(OCc2cc(C(=O)N(C)Cc3nccn3C)no2)c2ccccc12	-15%	?	25	5%	-21%	-12%	-1%	43%[activator]	56%[activator]
CC(=O)OCc1nc2sc3c(c2c(=O)[nH]1)CCCC3	-2%	?	-6	16%	8%	-4%	-1%	8%	-2%
Cc1cccc(C(=O)Nc2c(C(=O)NCc3ccc(Cl)cc3)sc3nc(C)cc(C)c23)c1	0%	-23%	-9	37%[activator]	-14%	-1%	8%	-9%	/
CCOc1ccc2c(c1)c(C(C)=O)c(C)n2-c1ccccc1	-4%	-15%	-5&-4	6%	-14%	-3%	-8%	23%	-6%
More entries follow:
SMILES	BLM helicase inh	Apoferritin bind	LDHA block	Pol beta inh	Pol eta inh	POLK inh	Glioma ERSR ind	Pol iota inh	APE1 inh
CC(=O)Nc1ccc(NC(=O)C(C)OC(=O)C2CC(=O)N(CCc3ccccc3)C2)cc1 (stereo unspecified)	/	/	-7	/	-12%	-15%	-1%	17%	30%
CC1(c2ccccc2)NC(=O)N(CC(=O)N(c2ccccc2)C2CCS(=O)(=O)C2)C1=O (stereo unspecified)	/	/	-7	/	-6%	-4%	-2%	62%[activator]	-22%
C[C@H](CO)N1C[C@H](C)[C@@H](CN(C)S(C)(=O)=O)Oc2c(NC(=O)c3ccncc3)cccc2C1=O	/	/	1	/	3%	-6%	1%	8%	-13%
CCCC(=O)NC(c1ccc(N(C)C)cc1)c1c(O)ccc2ccccc12 (stereo unspecified)	-7%	-17%	16	-1%	-25%	6%	1%	17%	-5%
CC(=O)N1N=C(c2ccc(Br)cc2)CC1c1cn(C)c2ccccc12 (stereo unspecified)	-13%	-17%	7	10%	-15%	-11%	-2%	-13%	-3%
CC(=O)Nc1ccc(NC(=O)CS(=O)(=O)c2cn(CC(=O)N3CCC(C)CC3)c3ccccc23)cc1	/	/	0	/	-6%	-20%	2%	2%	/
CN(C)CCNc1ccc(-c2nn(C)c(=O)c3ccccc23)cc1[N+](=O)[O-]	-11%	-7%	-1	-1%	6%	-13%	-4%	33%[activator]	-5%
O=C(Nc1cccc(NC(=O)c2ccco2)c1)c1cccc(Br)c1	-8%	-10%	-9	3%	-19%	0%	-1%	96%[activator]	23%
C=CCN(c1ccccc1)S(=O)(=O)c1ccc2c(c1)oc(=O)n2C	-1%	0%	-6	-9%	-7%	-4%	-3%	-7%	-3%
CCOC(=O)C1(Cc2ccccc2)CCN(Cc2ccc(C3CCCCO3)s2)CC1 (stereo unspecified)	-3%	-16%	-1	-1%	0%	-6%	-1%	17%	1%
COc1ccc2c(c1)CCCC2NS(=O)(=O)OCC(Cl)(Cl)Cl (stereo unspecified)	-9%	-17%	3	21%	-16%	9%	-6%	13%	-12%
N=c1n(CC(=O)O)c2ccccc2n1Cc1ccccc1Cl	0%	-6%	2	1%	-3%	-2%	-1%	-4%	5%
O=C(O)/C=C/C(=O)Nc1c(F)cccc1F	-3%	-2%	-3	5%	1%	-3%	3%	31%	2%
Cc1ccccc1/C=N/NC(=O)c1ccc(-n2cnnn2)cc1	/	/	-6	/	-16%	-1%	-3%	22%	21%
CC(C)(C)c1ccc(C(=O)CCCSC2=C(C#N)C(c3ccco3)C3=C(CCCC3=O)N2)cc1 (stereo unspecified)	-13%	?	-2	5%	-1%	-16%	-3%	-8%	?
O=C(c1cccc(COc2cccc3ccccc23)c1)N1CCCC1	-10%	-24%	1	?	-8%	-9%	-7%	16%	-3%
Oc1cccc(/C=N/Nc2cc(N3CCCC3)nc(N3CCCC3)n2)c1	-30%	-9%	20	-1%	-12%	-13%	3%	55%[activator]	-4%
O=S(=O)(Nc1ccc(OC(F)(F)F)cc1)c1cccc2nonc12	-4%	4%	0	5%	4%	-15%	-1%	120%[activator]	-3%
Cc1cc(NC(=O)Cc2csc(-c3ccccc3)n2)ccc1Br	-2%	-19%	-12	13%[57.1 µM]	?	-7%	-1%	13%	-1%
CCOc1ccc(Oc2ccc(NC(=O)CSc3nncn3C)cc2)cc1	/	/	-4	/	-12%	-10%	-2%	-7%	-1%
CC(C)(C)N1CC2(c3ccccc3)CN(C(C)(C)C)CC(c3ccccc3)(C1)C2=O	-1%	0%	-1	-6%	1%	6%	-5%	30%[activator]	15%
COc1ccc(C(=O)NCCCN2CCCC2=O)cc1	-4%	-9%	-4	13%	-13%	-18%	0%	8%	3%
O=C(CSc1nnc(-c2ccncc2)o1)Oc1ccccc1	1%	-4%	-2	22%	8%	-9%	-4%	8%	0%
CCc1cc(=O)oc2c(C)c(OCC(=O)N3CC[C@@]4(O)CCCC[C@H]4C3)ccc12	0%	-20%	-16	-2%	-12%	-2%	-1%	18%	-14%
CCOc1ccc(/C=C2\N=C(c3cccs3)OC2=O)cc1OC	-3%	-4%	/	73%	/	/	/	/	-13%
O=C(NCCSc1c[nH]c2ccccc12)C1CC1	-2%	6%	4	10%	-15%	-3%	-1%	-1%	12%
COc1ccccc1N1CCN(C(=O)c2cc3n(n2)C(C(F)(F)F)CC(c2ccco2)N3)CC1 (stereo unspecified)	-11%	?	-1	-3%	-7%	-5%	0%	5%	14%
CC(=O)Nc1nc(SCc2ccc(Cl)cc2Cl)n[nH]1	1%	-4%	-1	-2%	-2%	-4%	-3%	-4%	1%
